# Screening results from PubChem.
# MC4R ag barr = activates human MC4R beta-arrestin recruitment. P32245. 360,000 compounds, 0.98% hits. U2OS MC4R beta-arrestin complementation, luminescence; percent of melanotan II response, DMSO zero. activation, % at 8.9 µM. AID 540308;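 active = activation above a per-plate cutoff, the mean activation of sample wells on that plate plus 3 SD, cut at about 8% in these data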
# MC4R antagonist = human MC4R antagonism in cAMP assay; P32245; MC4R-expressing cells, MTII-stimulated cAMP, LANCE TR-FRET; inhibition, % at 6.5 µM; 360,000 compounds, 0.48% hits; AID 540295;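 active = inhibition above its plate's cutoff, the mean of tested wells on that plate plus 3 SD, cut at about 29% in these data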;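 also: 0% = Melanotan II alone and 100% = Melanotan II plus saturating MCL0020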
#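 system = U2OS cells with stable human MC4R expression | also added = Melanotan II challenge after compound preincubation | dosing = one concentration, 6.5 µM nominal | incubation = compound 30 min, challenge 1 h, detection 1 h | measured by = TR-FRET with Eu-cAMP and labeled anti-cAMP, 671 nm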
# Cardio protect = myocardial damage modulation in H9c2 cells; protection from H2O2 cell death, % at 20 µM; H9c2 cardiomyocytes, H2O2 injury protection, ATPLite, 2 h; 360,000 compounds, 0.63% hits;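 active = compounds giving at least 50% protection of heart cells from peroxide-induced death in the single-dose screen, raw or plate-pattern-corrected value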;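 also: 0% = DMSO wells with peroxide and 100% = DMSO wells without peroxide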
# SRC2 inh = human SRC2 (NCOA2) inhibition; inhibition, % at 9 µM; HEK293 GAL4-SRC2 luciferase reporter, luminescence; 370,000 compounds, 0.17% hits;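 active = inhibition above the mean inhibition of all tested compounds plus 3 SD, set per campaign, cut at about 52% in these data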;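 also: 0% = DMSO treated cells and 100% = cells given Gossypol at 36 µM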
# ABCB6 inh MLPCN = blocks the human ABCB6 transporter; Q9NP58; K562-ABCB6 porphyrin accumulation, flow cytometry, 1 h; stronger effect = lower value; fluorescence ratio to DMSO, % at 10 µM; 360,000 compounds, 0.19% hits; AID 602162;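 active = fluorescence ratio to DMSO below 75%, the collection mean minus 3 SD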;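 also: signal is porphyrin accumulated inside mitochondria; 100% equals median channel fluorescence of DMSO control wells; lower ratio means ABCB6 inhibition with less porphyrin fluorescence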
# Glyco luc inh = blocks N-linked glycosylation in D54 reporter cells; reporter increase, % at 12.5 µM; 360,000 compounds, 0.23% hits; D54 ERlucT glycosylation luciferase reporter, 24 h; percent of 100 nM tunicamycin response;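 active = mean luciferase reporter signal, scaled so untreated is 0 and the glycosylation-blocking control 100, at or above a set limit in every replicate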;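 also: luciferase carries N-glycosylation sites so blocking glycosylation raises the light; 0% = median of neutral control wells and 100% = median of 100 nM tunicamycin wells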
# ABHD5-PLIN5 inh = blocks binding of human ABHD5 to perilipin-5 | inhibition, % at 4 µM | Split G. princeps luciferase complementation, luminescence, 4 h | Q00G26+Q8WTS1 | 360,000 compounds, 0.78% hits;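 active = inhibition above the mean inhibition across every tested compound plus 3 SD, cut at about 22% in these data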;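 also: 0% = DMSO only wells and the 100% control is not disclosed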
# HTR2A ag = agonists of mouse serotonin 5-HT2A receptor (HTR2A); P35363; CHO-K1 mHTR2A beta-arrestin complementation, luminescence; percent of 30 µM serotonin response; activation, % at 7.6 µM; 360,000 compounds, 0.66% hits; AID 624169;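 active = activation above a run cutoff, the mean activation of all tested compounds plus 3 SD, cut at about 14% in these data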;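 also: 0% = plate median of compound wells and 100% = 30 µM serotonin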
# Target sequence (P35363 whole entry, looked up): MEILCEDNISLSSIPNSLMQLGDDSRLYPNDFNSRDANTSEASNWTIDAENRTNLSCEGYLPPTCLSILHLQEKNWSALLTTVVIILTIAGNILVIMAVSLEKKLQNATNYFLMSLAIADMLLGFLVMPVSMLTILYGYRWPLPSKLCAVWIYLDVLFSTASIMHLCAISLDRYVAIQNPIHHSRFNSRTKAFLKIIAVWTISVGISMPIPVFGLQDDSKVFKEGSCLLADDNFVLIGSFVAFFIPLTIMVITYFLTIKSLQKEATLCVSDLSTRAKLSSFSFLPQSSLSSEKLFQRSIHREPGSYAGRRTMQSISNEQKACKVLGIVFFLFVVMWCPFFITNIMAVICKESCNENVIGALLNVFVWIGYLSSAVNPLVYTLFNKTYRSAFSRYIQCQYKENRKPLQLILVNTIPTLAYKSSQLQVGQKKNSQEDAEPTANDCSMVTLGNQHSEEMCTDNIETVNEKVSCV
# NOD2-RIPK2 inh = blocks binding of human NOD2 to RIPK2; inhibition, % at 4.98 µM; AID 624267; 360,000 compounds, 0.38% hits; CHO BLA complementation NOD2-RIPK2, CCF4 ratio; O43353; in the data active = inhibition above about 21%;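 also: 0% = vehicle only and 100% = reference blocker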
# Target sequence (O43353 whole entry, looked up): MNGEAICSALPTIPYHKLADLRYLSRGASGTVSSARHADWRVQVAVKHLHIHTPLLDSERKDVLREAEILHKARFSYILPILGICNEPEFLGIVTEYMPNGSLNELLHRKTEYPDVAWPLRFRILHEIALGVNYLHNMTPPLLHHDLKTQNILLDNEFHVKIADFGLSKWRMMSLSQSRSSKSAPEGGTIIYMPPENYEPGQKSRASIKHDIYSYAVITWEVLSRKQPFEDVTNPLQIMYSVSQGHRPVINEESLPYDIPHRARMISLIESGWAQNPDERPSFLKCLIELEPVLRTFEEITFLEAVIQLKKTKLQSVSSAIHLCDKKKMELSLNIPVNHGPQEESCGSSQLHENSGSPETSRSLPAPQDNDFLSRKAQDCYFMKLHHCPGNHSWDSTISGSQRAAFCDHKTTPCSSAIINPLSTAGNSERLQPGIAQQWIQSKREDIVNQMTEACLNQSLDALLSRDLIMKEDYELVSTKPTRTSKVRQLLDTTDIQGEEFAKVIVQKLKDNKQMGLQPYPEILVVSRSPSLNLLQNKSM
# TLR9-MyD88 inh = TLR9-MyD88 interaction inhibition; CHO BLA complementation TLR9-MyD88, CCF4 FRET ratio; inhibition, % at 4.98 µM; AID 504734; 340,000 compounds, 0.21% hits;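 active = inhibition above the mean over all tested compounds plus 3 SD, cut at about 21% in these data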;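 also: 0% = DMSO only wells and 100% = clavulanate BLA inhibitor control wells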
# The depositor's hits bear a star; . = not tested or not shown.
SMILES,MC4R ag barr,MC4R antagonist,Cardio protect,SRC2 inh,ABCB6 inh MLPCN,Glyco luc inh,ABHD5-PLIN5 inh,HTR2A ag,NOD2-RIPK2 inh,TLR9-MyD88 inh
Fc1ccccc1CSc1nnc(Cn2cnc3ccccc32)n1-c1ccccc1,-1.5,8,-3,-18,95,-1,7,-8,-5,8
CCOC(=O)N1CCN(C(=O)C2CCN(S(=O)(=O)N(CC)CC)CC2)CC1,-1.8,3,6,-14,102,1,-10,0,8,-8
CCC1(C)OC(=O)NN(c2ccc(C)cc2)C1(C)O (centres undefined),-0.2,6,-1,-8,100,1,-2,-1,-3,-13
c1ccc(-c2nc(-c3ccco3)cs2)nc1,-0.6,12,19,-34,104,-1,12,3,-4,8
COc1cccc(CNC(=O)C2CCCN(C(=O)c3ccc(Cl)cc3)C2)c1 (centres undefined),-1.3,-2,-1,10,93,-1,-7,-11,-6,-2
O=C(NCC1CC1)C1(S(=O)(=O)c2ccccc2)CC=CC1,-1.2,0,4,7,91,2,0,3,-22,6
O=C(O)CSCC(=O)N1CCCCC1,-0.1,19,7,-17,102,1,-5,-1,-14,-6
COc1cc([N+](=O)[O-])ccc1NC(=O)C1CCCN(S(C)(=O)=O)C1 (centres undefined),-1.9,4,-2,-3,97,0,-1,-12,-8,-9
CCCOc1ccc(F)cc1-c1cc(C(=O)Nc2ccc(C)c(NS(C)(=O)=O)c2)[nH]n1,4.3,18,16,-3,92,-2,-3,-4,-9,.
COc1ccc(-c2cnc3c(NC(C)=O)cc(-c4cc(F)ccc4OC)cn23)cc1OC,19*,-19,8,0,96,8,9,5,-12,.
Cc1ccc(C)c(NC(=O)c2cc(-c3ccccc3O)n[nH]2)c1,0.9,-2,-9,-31,97,1,-2,0,12,-14
COc1ccc(NC(=O)NNC(=O)c2ccc(-c3ccccc3)cc2)c(OC)c1,-0.9,14,-2,3,100,2,-1,-14,-18,5

# Shown with bars between the fields: 11 of the compounds above
structure | MC4R ag barr | MC4R antagonist | Cardio protect | SRC2 inh | ABCB6 inh MLPCN | Glyco luc inh | ABHD5-PLIN5 inh | HTR2A ag | NOD2-RIPK2 inh | TLR9-MyD88 inh
CCOC(=O)N1CCN(C(=O)C2CCN(S(=O)(=O)N(CC)CC)CC2)CC1 | -1.8 | 3 | 6 | -14 | 102 | 1 | -10 | 0 | 8 | -8
CCC1(C)OC(=O)NN(c2ccc(C)cc2)C1(C)O (centres undefined) | -0.2 | 6 | -1 | -8 | 100 | 1 | -2 | -1 | -3 | -13
c1ccc(-c2nc(-c3ccco3)cs2)nc1 | -0.6 | 12 | 19 | -34 | 104 | -1 | 12 | 3 | -4 | 8
COc1cccc(CNC(=O)C2CCCN(C(=O)c3ccc(Cl)cc3)C2)c1 (centres undefined) | -1.3 | -2 | -1 | 10 | 93 | -1 | -7 | -11 | -6 | -2
O=C(NCC1CC1)C1(S(=O)(=O)c2ccccc2)CC=CC1 | -1.2 | 0 | 4 | 7 | 91 | 2 | 0 | 3 | -22 | 6
O=C(O)CSCC(=O)N1CCCCC1 | -0.1 | 19 | 7 | -17 | 102 | 1 | -5 | -1 | -14 | -6
COc1cc([N+](=O)[O-])ccc1NC(=O)C1CCCN(S(C)(=O)=O)C1 (centres undefined) | -1.9 | 4 | -2 | -3 | 97 | 0 | -1 | -12 | -8 | -9
CCCOc1ccc(F)cc1-c1cc(C(=O)Nc2ccc(C)c(NS(C)(=O)=O)c2)[nH]n1 | 4.3 | 18 | 16 | -3 | 92 | -2 | -3 | -4 | -9 | .
COc1ccc(-c2cnc3c(NC(C)=O)cc(-c4cc(F)ccc4OC)cn23)cc1OC | 19* | -19 | 8 | 0 | 96 | 8 | 9 | 5 | -12 | .
Cc1ccc(C)c(NC(=O)c2cc(-c3ccccc3O)n[nH]2)c1 | 0.9 | -2 | -9 | -31 | 97 | 1 | -2 | 0 | 12 | -14
COc1ccc(NC(=O)NNC(=O)c2ccc(-c3ccccc3)cc2)c(OC)c1 | -0.9 | 14 | -2 | 3 | 100 | 2 | -1 | -14 | -18 | 5

# Other entries
SMILES,MC4R ag barr,MC4R antagonist,Cardio protect,SRC2 inh,ABCB6 inh MLPCN,Glyco luc inh,ABHD5-PLIN5 inh,HTR2A ag,NOD2-RIPK2 inh,TLR9-MyD88 inh
COCCN(C(=O)COC(=O)c1ccc(Br)o1)c1c(N)n(Cc2ccccc2)c(=O)[nH]c1=O,0.4,7,-2,-28,94,1,0,6,-7,3
O=C(Cc1ccc(F)cc1)NC1CCSC1=O (centres undefined),-2.3,2,3,8,102,1,1,0,10,-7
CCN(CC)c1ccc(C2C(C(C)=O)C(=O)CC(C)(O)C2C(C)=O)cc1 (centres undefined),0.9,1,0,-9,95,3,7,-5,-7,10
COc1ccc(/C=C/C(=O)OCC(=O)NC2CCCC(C)C2C)cc1S(=O)(=O)N1CCOCC1 (centres undefined),1.3,2,-8,-5,99,1,7,5,0,9
CCOc1ccc(C(=O)CCC(=O)N2CCN(S(=O)(=O)c3cccc(F)c3)CC2)cc1,-0.8,-2,1,-15,98,-3,-7,-3,-7,-4
CCN(CC)S(=O)(=O)c1ccc(Cl)c(C(=O)NCc2ccccc2Cl)c1,1.0,7,-8,8,105,0,-3,6,-12,-5
Cc1ccccc1OCCNC(=O)c1ccco1,1.6,15,1,-15,102,2,8,8,-5,-6
CCc1ccc(CN(C)C(=O)CC2C(=O)NCCN2Cc2ccoc2)cc1 (centres undefined),0.8,4,-4,2,98,3,17,-2,-6,1
COc1ccc(-c2c[n+]3c4n2CCCCC4=C(c2ccccc2)C3)cc1,-1.2,8,-18,-3,124,3,3,0,11,4
O=C(CSCc1cccc(Cl)c1)NCc1ccc2c(c1)OCO2,-2.0,11,-3,7,102,1,1,3,7,-2
Cc1nc2ncccn2c1-c1csc(Nc2ccc(N(C)C)cc2)n1,1.1,-42,9,9,90,51*,1,-1,-1,2
Cc1cccc(-n2nc3c(c2NC(=O)CCCl)CSC3)c1,-0.6,7,4,8,90,-1,0,5,3,7
COc1cc(/C=N/n2c(-c3n[nH]c4c3CCC4)n[nH]c2=S)cc(OC)c1O,-3.5,4,-8,4,100,1,-3,-1,-5,4
CN(C)S(=O)(=O)c1cc(NC(=O)COC(=O)c2nc(Cl)ccc2Cl)ccc1Cl,-1.6,6,2,2,87,2,3,-4,1,8
COc1ccc(C2/C=C\CN(C(=O)c3ccccc3)CC(=O)N2Cc2cccc(F)c2)cc1 (centres undefined),-3.3,4,19,-18,95,-1,-5,-2,6,3
Cc1ccc(CSCc2ccc(C(=O)NCCC(C)C)o2)cc1,-0.1,8,-3,-3,98,-3,1,-6,7,2
CCN(CC)C(=O)N1CCN(Cc2ccc3c(c2)OCO3)CC1,2.8,19,10,4,102,-1,-2,0,-8,-11
COc1ccc(NC(=S)NC(NC(=O)c2ccc(Cl)cc2Cl)C(Cl)(Cl)Cl)c([N+](=O)[O-])c1 (centres undefined),-4.9,0,-19,-11,90,0,-8,-4,-11,0
CCOC(=O)CNC(=S)n1cnc(N)n1,-0.7,8,8,-12,102,0,-10,2,-1,-15
COc1cccc2c1cc1c(=O)n(CC(=O)NCCCN3CCCCC3)nc(C)n12,-1.7,6,6,.,102,3,2,-9,-9,6
CCOCCCNS(=O)(=O)c1ccc2c(c1)OCCO2,-0.8,9,7,-16,96,0,3,-7,-9,2
COc1ccc2cc(/C=C/C(=O)N3CCN(CC(=O)N4CCCCCC4)CC3)ccc2c1,-0.9,4,-12,.,92,-1,-1,-2,-16,3
N#Cc1cnc(SCC(=O)NNC(=O)COc2cccc3ccccc23)nc1N,-1.1,-3,16,10,100,0,-1,4,-11,5
CC(C)(C)c1ccc(C(=O)Nc2ccc(S(N)(=O)=O)cc2)cc1,1.5,3,3,-21,94,-2,-8,-5,-5,3
CN1C(=O)C(C)(C)c2cc(S(=O)(=O)N3CCCCCC3)ccc21,-0.9,4,0,-43,100,-1,-7,-2,2,-4
Cn1c(=O)c2[nH]c(NCCCN3CCOCC3)nc2n(C)c1=O,-0.5,-2,14,10,97,2,-1,-15,-3,3
CCC1=C2CC[C@H]3C(=O)N(CC)C(=O)[C@H]3[C@H]2[C@@]2(Cc3ccccc3)C(=NCCOC)OC(=O)N2C1=O,-1.2,2,1,-10,91,3,-10,-5,-1,2
CCN(C[C@H]1N[C@@](C)(C(=O)OC)[C@H]2C(=O)N(Cc3ccccc3)C(=O)[C@@H]12)C(=O)Nc1ccc(F)cc1,-2.4,0,-2,6,104,0,1,3,-4,3
O=C(NCc1ccc2c(c1)OCO2)c1cc2c(s1)CS(=O)(=O)C2,-2.0,15,1,13,97,-3,1,-3,-5,1
CCC(C)NC(=O)C1c2ccccc2Oc2ccccc21 (centres undefined),0.1,3,0,1,91,1,3,4,-2,0
Cc1ccc(NC(=O)c2cc([N+](=O)[O-])ccc2NCc2cccnc2)cc1,-3.1,10,3,0,95,-6,4,-6,-5,2
CCn1c(NC(=O)c2ccc(COc3ccc(C)cc3[N+](=O)[O-])o2)nc2ccccc21,-0.4,3,17,-4,108,5,-5,1,-8,-10
CSc1nnc2ccc(-c3cccs3)nn12,-1.2,-1,10,-48,96,6,-2,2,-17,0
N#CCC(=O)N/N=C/c1coc2ccccc2c1=O,-2.2,-4,-6,9,81,0,2,-5,-7,2
O=C(O)c1nccnc1C(=O)Nc1ccc(Cl)cc1Cl,-1.6,-5,13,-32,97,2,1,-4,-12,-3
COc1ccc(OCC(=O)NCCCNC(=O)COc2ccc(OC)cc2)cc1,-0.9,10,7,17,91,1,10,-2,-3,3
Cc1nc(-c2cc(C#N)c(Sc3ccc(Cl)cc3Cl)nc2C)cs1,5.1,9,-9,5,98,-4,-4,-5,-9,-21
NC(=O)[C@H]1CC2(CC(c3cccc(NC(=O)COc4ccc(Cl)cc4)c3)=NO2)CN1C(=O)c1ccccc1C(=O)c1ccccc1 (some centres undefined),-1.8,25,15,-8,96,1,17,5,-2,4
O=C(NCCCN1CCCC1)c1ccc(CS(=O)(=O)c2c(Cl)cccc2Cl)o1,0.2,9,-3,-15,98,2,8,4,3,1
CCOC(=O)N1CCC(N(C(=O)Nc2ccc(Cl)c(Cl)c2)C(C)CC)CC1 (centres undefined),0.7,7,-17,-5,90,1,-6,16*,-8,6
Cc1cc(C)c(C(=O)CSc2nc3ccccc3c(=O)[nH]2)cc1C,-2.6,-4,8,-20,98,-1,-2,0,7,-4
O=C(COc1ccc([N+](=O)[O-])cc1)Nc1ccccc1N1CCCC1,2.4,18,-2,-14,104,-2,-2,-6,3,-2
CCCc1cc(=O)n2[nH]c(NCc3ccc(Cl)cc3Cl)nc2n1,-2.8,-4,1,4,97,-1,-4,-6,2,-3

# Only part of the results is shown (hit frequency here may not be typical).
